High-throughput results deposited in PubChem BioAssay by several laboratories.
CCHFV vOTU inh: CCHFV vOTU protease inhibition; Pep-AMC fluorescence; inhibition, % at 11.5 µM; hit rate 0.55% among 370,000; in the data active = inhibition above about 30%; note: 0% = vehicle wells with enzyme and 100% = no enzyme wells
3CLpro inhibitor: SARS-CoV 3CLpro protease inhibition; inhibition, % at 6 µM; hit rate 0.14% among 290,000; AID 1706; recombinant SARS-CoV 3CLpro, quenched FRET peptide cleavage; P0C6X7; in the data active = inhibition above about 12%
PrPC surface inh: reduces human prion protein on the cell surface; P04156; cell surface PrPC, TR-FRET read-out; inhibition, % at 13.8 µM; hit rate 0.43% among 370,000; AID 720596; in the data active = inhibition above about 24%; note: 0% = median of the test wells and 100% = reference compound wells
MazEF act: activators of E. coli MazEF toxin-antitoxin RNase; P0AE70; hit rate 0.32% among 350,000; FAM/BHQ RNA-DNA oligo cleavage fluorescence, 5 h; activation, % at 20 µM; AID 504720; in the data active = activation above about 50%
Y pestis TopoI: Y. pestis Topo-I inhibition via cleavage products; activity, % at 10 µM; Y. pestis Topo-I cleavage product accumulation, plate reader; hit rate 0.064% among 360,000; in the data active = activity above about 50%, passing the limit was not always enough; note: inactives centre near 2
SSB-PriA inh: K. pneumoniae PriA-SSBct interaction inhibition | inhibition, % at 33 µM | AlphaScreen SSBct-PriA binding, biotinylated peptide | hit rate 0.6% among 430,000; in the data active = inhibition mostly above about 37%, no sharp cut-off; inactive = mostly below about 20%;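 note: plate controls were negative control peptide for no effect and reference peptide for full effect; strong numbers were not always called active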
BH1578 lux ind: quorum light induction in luxS cqsA deficient V. cholerae; V. cholerae BH1578 lux reporter, luminescence, 6 h; activation, % at 18.7 µM; hit rate 0.16% among 350,000; in the data active = activation mostly above about 9.7%, no sharp cut-off; note: not every result past the cut was called active; inactives centre near 0; reference of the scale not given here
TcdB GH inh: blocks C. difficile toxin B glycohydrolase activity | P18177 | TcdB glycohydrolase enzymatic assay, plate reader | inhibition, % at 9.99 µM | hit rate 0.24% among 350,000; in the data active = inhibition above about 10%
Target sequence (P18177 whole entry, looked up): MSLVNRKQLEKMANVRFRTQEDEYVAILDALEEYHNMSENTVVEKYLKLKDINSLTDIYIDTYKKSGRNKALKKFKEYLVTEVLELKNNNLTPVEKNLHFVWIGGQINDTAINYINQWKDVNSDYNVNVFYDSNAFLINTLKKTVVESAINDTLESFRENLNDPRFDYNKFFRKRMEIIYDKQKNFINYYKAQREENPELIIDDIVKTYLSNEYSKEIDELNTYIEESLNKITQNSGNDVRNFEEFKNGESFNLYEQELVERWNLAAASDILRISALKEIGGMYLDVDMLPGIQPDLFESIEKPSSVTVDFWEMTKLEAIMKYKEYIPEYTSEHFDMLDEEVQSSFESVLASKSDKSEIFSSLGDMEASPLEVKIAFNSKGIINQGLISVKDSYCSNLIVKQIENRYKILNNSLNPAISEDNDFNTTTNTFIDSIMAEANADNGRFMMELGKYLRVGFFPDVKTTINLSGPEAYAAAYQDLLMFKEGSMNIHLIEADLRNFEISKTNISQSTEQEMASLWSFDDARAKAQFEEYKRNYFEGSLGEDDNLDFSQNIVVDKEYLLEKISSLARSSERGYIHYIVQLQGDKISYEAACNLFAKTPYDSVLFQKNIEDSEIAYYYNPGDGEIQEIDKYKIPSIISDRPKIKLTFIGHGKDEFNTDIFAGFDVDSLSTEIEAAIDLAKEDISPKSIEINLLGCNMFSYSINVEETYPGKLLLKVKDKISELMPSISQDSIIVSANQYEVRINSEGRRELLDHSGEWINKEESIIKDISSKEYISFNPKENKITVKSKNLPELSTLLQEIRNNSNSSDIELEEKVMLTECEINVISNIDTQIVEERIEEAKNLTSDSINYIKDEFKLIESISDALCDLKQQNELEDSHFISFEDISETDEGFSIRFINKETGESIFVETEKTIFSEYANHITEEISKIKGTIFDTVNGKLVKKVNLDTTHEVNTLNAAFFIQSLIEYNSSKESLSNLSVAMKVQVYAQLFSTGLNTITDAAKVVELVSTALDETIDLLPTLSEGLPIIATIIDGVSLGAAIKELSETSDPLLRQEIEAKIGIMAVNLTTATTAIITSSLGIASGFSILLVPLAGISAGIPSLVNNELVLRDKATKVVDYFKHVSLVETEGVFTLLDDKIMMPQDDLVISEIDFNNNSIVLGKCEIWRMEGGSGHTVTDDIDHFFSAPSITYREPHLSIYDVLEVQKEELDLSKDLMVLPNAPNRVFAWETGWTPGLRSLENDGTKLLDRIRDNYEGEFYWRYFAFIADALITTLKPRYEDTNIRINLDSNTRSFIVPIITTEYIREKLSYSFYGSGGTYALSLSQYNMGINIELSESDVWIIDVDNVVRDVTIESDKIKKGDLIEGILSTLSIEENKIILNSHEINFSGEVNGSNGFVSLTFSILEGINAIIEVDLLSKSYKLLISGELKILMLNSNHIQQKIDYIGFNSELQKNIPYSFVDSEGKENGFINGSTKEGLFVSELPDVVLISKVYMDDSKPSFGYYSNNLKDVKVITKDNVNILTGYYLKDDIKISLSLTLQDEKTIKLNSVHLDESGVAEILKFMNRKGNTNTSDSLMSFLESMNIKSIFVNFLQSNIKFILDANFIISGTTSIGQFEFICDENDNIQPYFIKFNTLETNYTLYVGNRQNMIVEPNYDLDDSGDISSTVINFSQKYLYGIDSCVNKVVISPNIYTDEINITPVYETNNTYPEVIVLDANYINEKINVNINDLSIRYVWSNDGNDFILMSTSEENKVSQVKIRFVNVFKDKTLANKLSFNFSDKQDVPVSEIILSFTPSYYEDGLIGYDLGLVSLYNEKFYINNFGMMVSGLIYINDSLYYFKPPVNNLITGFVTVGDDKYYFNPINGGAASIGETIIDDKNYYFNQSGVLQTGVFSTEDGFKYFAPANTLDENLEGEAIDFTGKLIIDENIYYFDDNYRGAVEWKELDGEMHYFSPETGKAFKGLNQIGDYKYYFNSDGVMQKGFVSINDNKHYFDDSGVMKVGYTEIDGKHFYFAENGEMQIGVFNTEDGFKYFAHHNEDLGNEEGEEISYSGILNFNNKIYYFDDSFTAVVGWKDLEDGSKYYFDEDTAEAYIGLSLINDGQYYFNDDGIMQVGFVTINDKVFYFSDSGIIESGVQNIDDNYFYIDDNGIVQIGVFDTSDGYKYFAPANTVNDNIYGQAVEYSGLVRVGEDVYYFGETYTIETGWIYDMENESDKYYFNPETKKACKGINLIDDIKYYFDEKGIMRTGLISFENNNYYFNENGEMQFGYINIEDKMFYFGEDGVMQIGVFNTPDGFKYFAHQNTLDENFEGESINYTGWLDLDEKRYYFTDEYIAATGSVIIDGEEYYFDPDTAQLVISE
Rv3671c inh: inhibitors of M. tuberculosis serine protease Rv3671c; inhibition, % at 5.96 µM; P9WHR9; hit rate 0.048% among 320,000; in the data active = inhibition above about 38%;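 note: extracellular domain of Rv3671c used as enzyme; 0% = enzyme with DMSO and 100% = no enzyme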
VHR inh abs: blocks human VHR1 dual specificity phosphatase; P51452; recombinant VHR phosphatase, pNPP absorbance; inhibition, % at 13.3 µM; hit rate 0.52% among 290,000; AID 1654; in the data active = inhibition above about 50%; note: some compounds called inactive have numbers as strong as hits
Starred values were filed as active, the others as inactive; i = inactive; x = not tested or not shown; & = joins results of further samples. These rows are one share of the data, so the mix of outcomes need not match the whole.

SMILES | CCHFV vOTU inh | 3CLpro inhibitor | PrPC surface inh | MazEF act | Y pestis TopoI | SSB-PriA inh | BH1578 lux ind | TcdB GH inh | Rv3671c inh | VHR inh abs
CCC1CCCCN1C(=S)NCc1ccccc1 (configuration not stated) | -15 | 3 | -6 | 0 | 1 | -6 | 0.3 | x | -10 | 18
CC1(C)CC(NC(=O)CSc2ccccc2)CC(C)(C)N1 | 7 | 2 | -3 | 1 | -7 | -15 | -0.2 | 0.7 | -3 | 26
O=C(CN1CCN(Cc2ccccc2)CC1)Nc1ccc(S(=O)(=O)N2CCOCC2)cc1 | -13 | 3 | 6 | 0 | -2 | -3 | -0.1 | x | 6 | 2
O=C(O)COc1ccc2oc3c(c2c1)CCCC3 | -3 | 3 | 7 | 3 | -1 | -3 | i | 2.6 | -6 | -35
CN(CCn1ccnc1)Cc1cn(-c2ccccc2)nc1-c1ccc2c(c1)OCO2 | 15 | 1 | -2 | 8 | -6 | 8 | i | 4.8 | 5 | 30
COc1ccc(-c2cc(C(F)(F)F)n3nc(C(=O)N4CCOCC4)c(Cl)c3n2)cc1 | -4 | 0 | -11 | 2 | 17 | -21 | i | x | 3 | -8
Cc1cc([N+](=O)[O-])nn1CC(=O)N1CCCc2ccccc21 | 5 | 1 | -2 | 7 | 5 | -5 | i | 0.6 | -1 | -13
CC1(C)C2CCC1(C)C(OC(=O)c1ccc(O)cc1)C2 (configuration not stated) | 11 | 6 | -3 | 10 | 13 | -1 | -0.7 | 1.0 | -13 | 7
O=c1[nH]c2cccnc2n1Cc1ccccc1 | -5 | 3 | 3 | 3 | -1 | 2 | -0.1 | x | 5 | 10
Cc1cc(OCc2cn3cccnc3n2)ccc1Cl | -2 | -4 | 4 | 9 | -6 | -7 | -0.2 | x | 5 | 3
CC(C)NC(=O)c1ccc2sc([C@@H]3O[C@H](CO)[C@H](O)[C@H](O)[C@H]3O)nc2c1 | -5 | x | -9 | x | -5 | x | 0.9 | 0.6 | x | x
CCOc1ccc(CCNC(=O)CCc2nc(-c3ccc(C)cc3)no2)cc1OCC | 9 | 2 | -3 | -8 | 2 | -9 | -0.4 | x | 11 | 25
Brc1ccc(C2=CC(c3ccco3)n3ncnc3N2)cc1 (configuration not stated) | x | -1 | x | -930 | -7 | -12 | i | x | -1 | 12
O=C(Nc1nc2c(s1)CCCC2=O)c1cnccn1 | 6 | 4 | -6 | -7 | -1 | -5 | i | x | -5 | 16
O=C(COc1ccc(S(=O)(=O)Nc2ccccc2)cc1)N1CCOCC1 | 10 | 2 | 7 | 4 | 5 | 9 | 0.0 | x | -6 | 8
O=C(c1ccc(S(=O)(=O)N2CCCCC2)cc1)N(c1ccccn1)C1CCCCC1 | 2 | 3 | -6 | 8 | 5 | -9 | i | 2.7 | -10 | 8
COc1ccc([C@H](C)NC[C@H](O)c2ccc(O)c(NC=O)c2)cc1 | x | 3 | x | 3 | 11 | -5 | -0.7 | x | 2 | 22
CCOc1ccc(CN(C)C(=O)CNC(=O)c2cc(OC)c(OC)c(OC)c2)cc1 | 7 | 1 | 6 | 9 | 4 | -4 | -8.3 | 0.5 | -3 | x
O=C(O)c1cc(Cl)c(Cl)cc1C(=O)Nc1cccnc1 | 13 | 3 | 1 | x | x | x | x | 1.9 | 12 | -11
CCc1ccc(S(=O)(=O)n2c(C)nc3ccccc32)cc1 | 0 | 2 | 0 | 5 | 8 | -18 | i | 0.0 | 6 | 16
O=C(NCc1ccco1)c1cc(-c2cccs2)on1 | -4 | -1 | -3 | -4 | 4 | -8 | -0.4 | x | -10 | -7
Nc1cccc2c1C(=O)N(C(=O)/C=C/c1cccc(Br)c1)C2=O | -5 | 2 | -2 | -12 | 11 | -7 | -0.5 | 1.0 | x | 20
COc1ccccc1N(C)S(=O)(=O)c1ccc(C)c(C(=O)NCc2ccccn2)c1 | -2 | x | 4 | -15 | -5 | -29 | i | -0.9 | -1 | x
CCOC(CNC(=O)C(=O)NCC(c1ccco1)N1CCN(c2ccc(OC)cc2)CC1)OCC (configuration not stated) | 5 | -3 | -6 | -3 | -2 | -3 | 0.3 | -0.3 | 0 | 7
CC(Oc1ccc(Cl)cc1Cl)C(=O)Nc1ccc(N2CCN(C)CC2)cc1 (configuration not stated) | -6 | 1 | -3 | 4 | -9 | 4 | -5.6 | x | 0 | 0
CC(C)(C(=O)N1CCC1(C)C(=O)NS(=O)(=O)c1ccc(Cl)s1)c1ccccc1 (configuration not stated) | 1 | x | 13 | x | 8 | x | i | -2.8 | x | x
COc1ccc(S(=O)(=O)/C(C#N)=C/Nc2cccc(OC)c2)cc1 | 7 | 1 | -2 | 6 | 2 | -5 | -0.4 | 1.3 | -13 | -16
Cn1c(=O)c2c(nc(SCC(=O)N3CCCCCC3)n2C)n(C)c1=O | 0 | -2 | 2 | -2 | -5 | 0 | -4.0 | x | -14 | 13
CSc1nc(-c2ccco2)nn1C(=O)CCc1ccccc1 | -3 | 6 | 2 | -1 | -8 | -3 | i | x | 0 | 14
CN1CCN(c2ccc(CNC(=O)C3(C)Cc4c(-c5ccc(C(N)=O)cc5)ccnc4O3)cc2)CC1 (configuration not stated) | -7 | x | 2 | x | 9 | x | i | 0.3 | x | x
O=C(c1cccs1)N1CCN(C(=O)C2CCCO2)CC1 (configuration not stated) | 8 | -7 | 5 | 7 | 7 | -1 | i | x | 5 | 25
CO/N=C(/CS(=O)Cc1ccccc1Cl)c1ccc(Cl)cc1Cl (configuration not stated) | 2 | 2 | 3 | -7 | 2 | x | -0.4 | 1.9 | -2 | -1
CCCCC1OC23CCCCC2C(C#N)(C(=N)O3)C1(C#N)C#N (configuration not stated) | -121 | -1 | -5 | 10 | -6 | -37 | i | x | 3 | 23
COc1ccccc1C(=O)NNC(=O)Cc1ccccc1 | -7 | -1 | 3 | 3 | -7 | -18 | i | 0.8 | -3 | 20
O=C(NCCOc1ccccc1)c1ccccc1 | -6 | -1 | -2 | 7 | 3 | 0&-13 | i | x | 0 | -18
O=S(=O)(Nc1ccc(O)cc1)c1cccc2cccnc12 | -2 | -2 | -7 | 12 | 3 | -1 | -0.2 | 11* | 7 | -4
O=C(c1cccs1)N1CCc2ccccc2C1 | -6 | 5 | -1 | 5 | -9 | 1 | -5.7 | 1.1 | 2 | 0
CCn1c(SCC(=O)c2c(N)n(C3CC3)c(=O)[nH]c2=O)nnc1-c1ccccc1OC | -5 | x | -9 | 7 | 15 | -8 | i | 1.1 | 2 | x
O=C(c1cc(-c2cccs2)on1)N1CCCCC1 | -9 | -4 | 2 | -1 | -10 | 0 | i | x | -3 | 27
COCCNc1nnc(SCC(=O)c2cc(C)n(C3CC3)c2C)s1 | -1 | x | -5 | -2 | 2 | x | i | 0.0 | x | x
COc1ccccc1CN1CC(C(=O)N(C)Cc2ccncc2C)CCC1=O (configuration not stated) | -12 | -7 | 5 | 2 | 5 | -1 | 0.6 | 1.0 | 6 | 23
OC[C@@H]1CN(Cc2ccc(-c3ccccc3)cc2)C[C@H](n2cnc3c(Nc4ccccc4)ncnc32)O1 | 16 | x | 12 | x | 18 | x | -0.8 | 1.5 | x | x
O=C(c1cc2c(s1)-c1ccccc1S(=O)(=O)C2)N1CCN(Cc2ccccc2)CC1 | -3 | 0 | -3 | 2 | 32 | -10 | -0.3 | 1.5 | 3 | -4
O=C(CCc1nnc(CCCCc2ccccc2)o1)N1CCN(CCO)CC1 | -3 | 4 | -6 | 11 | 6 | -14 | -0.3 | 0.6 | 1 | 0
O=C(Cc1ccsc1)NCC(=O)Nc1ccccc1Br | -14 | x | 6 | -2 | 3 | -3 | -0.3 | -0.4 | 5 | x
CCCCCn1c(CNC(=O)CCC)nc2ccccc21 | 1 | -1 | -5 | -16 | 2 | 1 | i | -1.5 | 6 | -10
COc1ccc(C(C)NC(=O)c2ccccc2Cl)cc1OC (configuration not stated) | 5 | -1 | -3 | 0 | 0 | -1 | i | 0.2 | -6 | 11
C[C@@H]1CN([C@@H](C)CO)C(=O)CCCn2cc(nn2)CO[C@H]1CN(C)S(=O)(=O)c1ccc(Cl)cc1 | -1 | x | -12 | -2 | 12 | x | i | 2.5&-0.3&0.3 | x | x
CCOCc1nnc(NC(=O)c2cc(C(=O)OC)cc([N+](=O)[O-])c2)s1 | -17 | -4 | 0 | 5 | -1 | -18 | -0.5 | 0.2 | 0 | 35
CCCCc1nc(NCc2ccccc2)c(C#N)c2c1CCCC2 | 4 | -4 | -3 | -10 | 13 | -6 | i | 0.9 | 8 | -7

Following part
SMILES | CCHFV vOTU inh | 3CLpro inhibitor | PrPC surface inh | MazEF act | Y pestis TopoI | SSB-PriA inh | BH1578 lux ind | TcdB GH inh | Rv3671c inh | VHR inh abs
CCC12CN(C(=O)c3ccc(C)cc3)CC(CC)(CN(C(=O)c3ccc(C)cc3)C1)C2=O | 1 | 0 | 14 | 3 | 11 | 9 | 0.3 | x | -7 | -5
Cc1cc(Cl)c(C)c(S(=O)(=O)N2CCN(C(=O)C3CCCO3)CC2)c1Cl (configuration not stated) | -7 | x | -5 | 0 | 20 | -3 | i | 0.6 | 8 | x
CC(C)CCN1CCNC(=O)C1CC(=O)NCCCN1CCOCC1 (configuration not stated) | -2 | -1 | 0 | 4 | 6 | 2 | 2.1 | 0.5 | 4 | 11
CCC(CC)c1nnc(NC(=O)C2=COCCO2)s1 | 2 | x | -1 | -6 | 2 | -15 | -7.1 | -0.1 | -2 | x
CCCOc1ccc(NC(=O)CC2C(=O)N(Cc3ccccc3)C(=S)N2Cc2cccs2)cc1 (configuration not stated) | -3 | -2 | 4 | 7 | 1 | -4 | -0.4 | 0.2 | -58 | -2
O=C(CNc1n[nH]c(=O)[nH]c1=O)N/N=C/C=C/c1ccccc1 | -2 | 2 | -9 | 5 | 1 | x | 2.5 | 0.3 | 2 | 22
COc1cccc(CNC(=O)CN2C(=O)NC(Cc3ccccc3)(c3ccccc3)C2=O)c1 (configuration not stated) | 15 | x | -5 | -2 | 26 | 6 | i | 0.8 | 4 | x
Cc1ccc(SC(C)c2nc(-c3ccccc3)no2)cc1 (configuration not stated) | 2 | -3 | 6 | 1 | 20 | -70 | -0.6 | x | -2 | -19
Cc1ccc(N(C)S(=O)(=O)c2cccc(C(=O)Nc3ccc(N4CCOCC4)cc3)c2)cc1 | 9 | x | 11 | -4 | 17 | 9 | i | 0.8 | 18 | x
CCCCSc1ncnc2[nH]ncc12 | -7 | -2 | 12 | -29 | -5 | 6 | i | 0.9 | 8 | 8
Cc1nc(NC(=O)CSc2nnc(C)n2CC2CCCO2)sc1C (configuration not stated) | -3 | -3 | 3 | 0 | 1 | -12 | x | x | -1 | 7
CCOC(=O)c1[nH]cc(-c2ccccc2)c1N1CCOCC1 | 6 | 4 | -4 | 1 | 6 | -15 | x | x | -4 | -13
CCOC(=O)CNS(=O)(=O)c1cc(-c2n[nH]c(=O)c3ccccc23)ccc1C | -2 | 2 | 12 | 7 | 7 | -6 | i | 3.0 | x | 27
Nc1nnn(Cc2ccccc2)n1 | 3 | -2 | 4 | 2 | -5 | -21 | i | x | 3 | 18
O=C(/C=C/c1cccc(F)c1)N(c1ccccn1)C1CCCCC1 | 2 | 5 | -6 | -3 | 13 | -1 | -0.2 | 1.0 | 7 | 39
